Screens: PubChem, National Center for Advancing Translational Sciences (NCATS)
ERG-DNA inh: ERG Ets/DNA interaction inhibition; Potency, µM (series often up to 76.9 µM), for the others: top-dose FP activity, negative = inhibition, usual class: inhibitors; fluorescence polarization, His-ERG Ets domain / labelled DNA; AID 624246; 370,000 compounds, 0.028% hits; active means well fitted inhibition curve with a large enough effect in the polarisation, with a control signal flat; inconclusive means small, poorly fitted or top-dose-only effect, or effect the other way, or a change in a side signal; inactive means no such curve, though single readings can be large or run the other way; the % refers to the polarisation;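 further: polarization taken with two DNA probes labelled with fluorescein and Texas red; potency means the concentration at half of the fitted maximal effect; % of control where 0% means no effect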
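His-tagged ERG Ets domain (1 uM in the protein solution; 300mM KCl, 50mM Tris-HCl, 1mM EDTA, 1mM DTT, pH 7.5) received compound, then a probe mix of 5 nM fluorescein-DNA and 100nM Texas-615-DNA. Fluorescence polarization was read for both dyes.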
BLM helicase inh: inhibitors of human Bloom syndrome helicase BLM; P54132; 350,000 compounds, 0.2% hits; recombinant BLM DNA unwinding, fluorescence dequenching; Potency, µM (titrated, usually from 56.1 µM), inactives show at the top dose activity change, negative = inhibition, hits mostly inhibitors;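 further: potency means the concentration at half of the fitted maximal effect; plate controls were vehicle for no effect and no enzyme for full effect; nearly all actives have a fitted effect of over 35% in size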
TRHR ag: activates the human TRH receptor | 360,000 compounds, 0.18% hits | activation, % at 2 µM | TRHR cells, calcium flux fluo-8, FDSS agonist mode | P34981 | AID 493084; in the data active means activation above about 30%; further: 0% is about no effect
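Agonist-mode FDSS calcium read (Ex 480/Em 530, 1 s cycles) in 1536-well TRHR cells with fluo-8 dye, after 10-cycle baseline and 23 nL compound addition; TRH at EC20 (10 nM final) added afterwards for the enhancer phase.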
POLI inh: blocks human DNA polymerase iota activity | Q9UNA4 | Pol iota fluorescent replication assay, 10 min | Potency, µM (top dose mostly 115 µM), inactives show at the top dose activity, negative = inhibition, usual class: inhibitors | 390,000 compounds, 1% hits | AID 588590; further: potency means the concentration at half of the fitted maximal effect
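Fluorescent replication assay read twice, at 0 min and 10 min after adding 50 nM (final) substrate. Enzyme (10 nM) and compounds were first incubated 15 min at room temperature; enzyme-free buffer wells were negative controls.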
POLB inh: inhibitors of human DNA polymerase beta | P06746 | 340,000 compounds, 1.3% hits | Pol beta primer extension/strand displacement, fluorescence kinetic | Potency, µM (highest dose often 114 µM), for the others: top-dose activity change, negative = inhibition, usual class: inhibitors; further: potency means the concentration at half of the fitted maximal effect; on the % scale 0 is the no-effect control and ±100 the full control effect
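Human Pol beta at 10 nM; strand-displacement substrate 50 nM final. Compound exposure 15 min at room temperature before start, reaction 10 min at room temperature.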
Pol kappa inh: DNA polymerase kappa (human) inhibition. Q9UBT6. purified Pol kappa, fluorescent DNA synthesis assay, 10 min. Potency, µM (titrated, usually from 107 µM), inactives show at the highest dose activity, negative = inhibition, actives largely listed as inhibitors. 400,000 compounds, 0.53% hits. AID 588579; further: potency means the concentration at half of the fitted maximal effect; on the % scale 0 is the no-effect control and ±100 the full control effect
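10 nM Pol kappa was preincubated with compounds for 15 min at room temperature. Reaction started with 50 nM (final) substrate. Fluorescence read kinetically at 0 and 10 min.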
ALOX12 inh: inhibitors of human 12S-lipoxygenase ALOX12. Potency, µM (top dose mostly 108 µM), without a hit: at the highest dose activity change, negative = inhibition, hits mostly inhibitors. P18054. AID 1671190. purified 12hLO, xylenol orange hydroperoxide absorbance. 580,000 compounds, 1.1% hits; further: potency means the concentration at half of the fitted maximal effect; on the % scale 0 is the no-effect control and ±100 the full control effect
Target sequence (P18054 whole entry, looked up): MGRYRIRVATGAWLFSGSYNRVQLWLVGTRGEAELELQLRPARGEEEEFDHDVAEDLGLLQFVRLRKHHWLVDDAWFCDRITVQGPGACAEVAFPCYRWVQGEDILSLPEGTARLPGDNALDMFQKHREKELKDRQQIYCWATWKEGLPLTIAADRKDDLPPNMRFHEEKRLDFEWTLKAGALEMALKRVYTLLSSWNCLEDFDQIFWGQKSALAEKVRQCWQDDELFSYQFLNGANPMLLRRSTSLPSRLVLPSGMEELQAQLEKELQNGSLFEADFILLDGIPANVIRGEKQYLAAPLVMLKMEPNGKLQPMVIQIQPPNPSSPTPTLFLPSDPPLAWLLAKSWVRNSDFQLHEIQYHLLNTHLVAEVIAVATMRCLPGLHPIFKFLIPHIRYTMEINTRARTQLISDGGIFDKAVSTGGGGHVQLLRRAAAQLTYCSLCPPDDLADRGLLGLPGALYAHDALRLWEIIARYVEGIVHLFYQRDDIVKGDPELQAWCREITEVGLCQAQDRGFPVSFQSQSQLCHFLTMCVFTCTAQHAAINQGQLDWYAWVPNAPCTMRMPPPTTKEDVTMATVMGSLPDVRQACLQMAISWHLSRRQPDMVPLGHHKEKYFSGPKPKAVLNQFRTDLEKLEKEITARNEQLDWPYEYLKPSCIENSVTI
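Hydroperoxide product was detected by ferrous iron/xylenol orange as the 573 to 405 nm absorbance ratio. Arachidonic acid at 40 uM (final) was turned over for 30 min at room temperature by 150 nM human 12hLO, pH 7.0 Hepes buffer, after 15 min compound preincubation.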
Anesthetic bind: candidate novel general anesthetic via apoferritin binding. P02791. apoferritin/1-aminoanthracene competitive binding, fluorescence. Potency, µM (titrated, usually from 77.5 µM), for the others: at the highest dose activity change, negative = displacement, actives largely listed as inhibitors. 350,000 compounds, 0.074% hits. AID 485281; further: potency means the concentration at half of the fitted maximal effect; on the % scale 0 is the no-effect control and ±100 the full control effect; nearly all actives have a fitted effect of over 20% in size
Target sequence (P02791 2-175 limits assumed): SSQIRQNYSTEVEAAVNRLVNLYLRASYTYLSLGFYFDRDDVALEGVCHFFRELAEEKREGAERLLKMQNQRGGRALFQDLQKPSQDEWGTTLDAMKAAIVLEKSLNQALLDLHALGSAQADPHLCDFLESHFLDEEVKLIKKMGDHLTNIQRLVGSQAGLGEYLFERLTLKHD
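Horse-spleen apoferritin (10 uM) was mixed with 50% saturated 1-aminoanthracene in PBS, exposed to compounds for 10 min at room temperature, and read for fluorescence (ex 380 nm, em 535 nm). Competitive displacement was fitted with a four-parameter Hill equation.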
APE1 inh: blocks human APE1 abasic DNA cleavage; P27695; recombinant APE1, TAMRA/BHQ-2 abasic DNA cleavage fluorescence; Potency, µM (titrated, usually from 65.8 µM), for the others: top-dose activity change, negative = inhibition, most hits filed as inhibitors; 350,000 compounds, 0.35% hits;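 further: potency means the concentration at half of the fitted maximal effect; plate controls were vehicle for no effect and reference inhibitor for full effect; nearly all actives have a fitted effect of over 55% in size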
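Measures dequenching upon AP-site incision of a 5'-TAMRA/3'-BHQ-2 THF-containing duplex, 50 nM; human APE1 0.75 nM after 15 min room-temperature exposure to compound; kinetic three-point read at one-minute spacing.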
An asterisk follows results filed as active; ? = inconclusive; . = not tested or not shown; & = joins results of further samples; [ ] = another dose, or the depositor's remark. Unless noted, the call rests on the fitted dose curve; in most records, active means well fitted curve in the direction sought with a large enough effect; inconclusive means small, poorly fitted or top-dose-only effect, or another doubt; inactive means no such curve, though single readings can be large; an effect the other way counts as inactive or inconclusive. These rows are one share of the data. The share of hits here may be higher or lower than overall.

ERG-DNA inh	BLM helicase inh	TRHR ag	POLI inh	POLB inh	Pol kappa inh	ALOX12 inh	Anesthetic bind	APE1 inh	mol
2%	-1%	0.7	32%[activator]	13%	1%	5%	0%	-12%	COc1cccc(C(=O)C[n+]2ccccc2/C=N/O)c1
.	-1%	-0.6	24%	29%	0%	?	-7%	2%	COC(=O)c1c(NC(=O)c2ccc(Br)o2)sc(C)c1C
1%	-3%	1.0	13%	19%	-10%	14%	-8%	1%	CCC(=O)c1ccc(OCCn2cncn2)cc1
6%	-6%	0.4	-12%	12%	1%[60.1 µM]	-15%	-17%	.	COc1cc([N+](=O)[O-])ccc1NC(=O)N1CCC2(CC1)Nc1ccccc1-n1cccc12
1%	-7%	0.9	28%	-23%	-18%	-3%	16%	-4%	C[C@@H]1CC=C[C@H]2[C@H]1C(=O)N(Cc1ccccc1)[C@H]2c1ccc(-c2ccc(F)cc2)cc1F
-2%	-1%	0.1	-6%	10%	0%	?	-8%	-1%	COc1ccc(CNCCNC(=O)c2ccco2)c(OC)c1OC
.	-1%	0.5	-5%	9%	-3%	18%&9%	-15%	-2%	CC(C)CC(=O)Nc1ccc2oc(-c3cccnc3)nc2c1
.	0%	-0.4	-24%	18%	-7%	-4%	-15%	0%	Cc1c(NC(=O)c2ccccc2NS(=O)(=O)c2ccc(F)cc2)c(=O)n(-c2ccccc2)n1C
0%	-1%	0.1	61%[activator]	26%	6%	-10%	2%	2%	O=C(Nc1ccc(CN2CCS(=O)(=O)CC2)cc1)c1ccc(Cl)cc1
.	-11%	0.3	.	.	.	.	-5%	2%	O=C(O)c1ccc2c(c1)C(=O)N([C@H](Cc1ccccc1)C(=O)O)C2=O
-4%	-1%	-0.4	1%	-8%	-6%	-11%	-6%	.	CCc1cccc(CC)c1NC1=NS(=O)(=O)c2ccccc21
-6%	0%	0.1	6%	3%	-19%	-15%	-3%	3%	CCOc1ccc(N(CC(=O)NN=C2CCN(C)CC2)S(C)(=O)=O)cc1
-16%	?	-0.4	-98%	-5%	-3%	0%	?	-7%	Cc1[nH][nH]c(=O)c1C(c1c(C)[nH][nH]c1=O)c1cn(Cc2cccc3ccccc23)c2ccccc12
14%	.	.	-11%	.	6%	-19%	.	.	O=C(O)c1ccccc1C=NN1CCCCCC1
3%	1%	-1.0	20%	8%	0%	-22%	-16%	-6%	Cc1cccc(-n2c(-c3csc4ccccc34)n[nH]c2=S)c1
0%&-1%	-3%&4%	0.4&0.0	35%&13%[activator]	-21%&2%	-4%	-10%&0%	0%&28%	7%	O=C1NC(NS(=O)(=O)c2ccccc2)(C(F)(F)F)C(=O)N1c1ccc(F)cc1 (stereo not given)
.	-2%	0.8	.	29%	.	.	-10%	-12%	CCn1c2ccccc2c2cc(C3C(C#N)=C(N)OC4=C3C(=O)CC(C)(C)C4)ccc21 (stereo not given)
-3%	-3%	-0.7	-13%	16%	-6%	11%	-13%	-5%	CCCCOc1ccc(/C=N/NC(=O)c2csc(C)c2C)cc1
0%	-6%	0.1	0%	25%	0%	34%	-11%	14%	COC(=O)c1sccc1NC(=O)c1cc(-c2cccc(C)c2)nc2ccccc12
10%	-3%	-0.3	-5%	-12%	-3%	-20%&-17%	-4%	-9%	CN(Cc1ccc(Cl)cc1)C(=O)c1ccc2ccccc2n1

In the list so far, these contain a Cl atom.
ERG-DNA inh	BLM helicase inh	TRHR ag	POLI inh	POLB inh	Pol kappa inh	ALOX12 inh	Anesthetic bind	APE1 inh	mol
0%	-1%	0.1	61%[activator]	26%	6%	-10%	2%	2%	O=C(Nc1ccc(CN2CCS(=O)(=O)CC2)cc1)c1ccc(Cl)cc1
10%	-3%	-0.3	-5%	-12%	-3%	-20%&-17%	-4%	-9%	CN(Cc1ccc(Cl)cc1)C(=O)c1ccc2ccccc2n1

One compound at a time (already shown). Order of screens: ERG-DNA inh	BLM helicase inh	TRHR ag	POLI inh	POLB inh	Pol kappa inh	ALOX12 inh	Anesthetic bind	APE1 inh
COC(=O)c1sccc1NC(=O)c1cc(-c2cccc(C)c2)nc2ccccc12 is listed with 0%	-6%	0.1	0%	25%	0%	34%	-11%	14%
COC(=O)c1c(NC(=O)c2ccc(Br)o2)sc(C)c1C is listed with .	-1%	-0.6	24%	29%	0%	?	-7%	2%
Cc1c(NC(=O)c2ccccc2NS(=O)(=O)c2ccc(F)cc2)c(=O)n(-c2ccccc2)n1C is listed with .	0%	-0.4	-24%	18%	-7%	-4%	-15%	0%

(continued)
ERG-DNA inh	BLM helicase inh	TRHR ag	POLI inh	POLB inh	Pol kappa inh	ALOX12 inh	Anesthetic bind	APE1 inh	mol
-2%	.	-0.6	?	.	-11%	-12%	.	-19%	COc1ccc(NC(=O)COc2ccc(C)c(C)c2)cc1S(=O)(=O)N1CCCCC1
0%	-10%	0.0	35%[activator]	16%	0%	-9%	-12%	-3%	COc1ccc(NC(=O)C(Cl)=C(Cl)Cl)cn1
3%	-16%	1.4	-9%	5%	-8%	61%[activator]	90%[activator]	-2%	CC(=O)N(Cc1ccccc1)c1nc(-c2ccccc2)cs1
7%	-6%	0.2	-7%	-12%	-13%	-26%	-10%	-2%	Cc1ccc(-n2c(CNC(=O)c3cccs3)nnc2SCC(=O)NO)cc1
-5%	.	-0.2	?	.	5%	?	.	15%	CCCCN1C(Nc2ccccc2)=NC[C@@H]1C
6%	-2%	-0.2	42%[activator]	8%	-2%	6%	?	7%	O=C(c1ccco1)N1N=C(c2ccc3nccnc3c2)CC1c1ccccc1 (stereo not given)
2%	-13%	1.0	?	20%	-18%	-12%	-5%	1%	COc1cc(/C=C2\N=C(c3ccccc3)OC2=O)ccc1OC(C)=O
8%	2%	-1.4	18%	-21%	-17%	-5%	-21%	.	Cc1oc2ncn(C)c(=O)c2c1C(=O)NC(C)c1ccccc1 (stereo not given)
-5%	1%	5.9	?	24%	-5%	-15%	-15%	-3%	CCOC(=O)c1sc(NC(=O)CSc2nc3c(cc2C#N)CCCCC3)c(C#N)c1C
3%	0%	0.0	28%	-12%	-1%	-9%	-9%	-9%	Oc1ccc(N2CCN(C(=S)NCc3ccccc3)CC2)cc1
-2%	-4%	-0.6	-9%	38%	-6%	-1%	2%	1%	CCOc1ccc(OCC)c(NS(=O)(=O)c2cccc3nsnc23)c1
10%	3%	1.2	14%	42%	0%	-8%	6%	5%	Cc1ccccc1NC(=O)c1ccc(CN(c2ccccc2)S(=O)(=O)c2ccccc2)cc1
-1%	-3%	0.5	119%[activator]	13%	-1%	7%	-3%	24%	Cn1c(=O)c(C(=O)NCc2ccc(Cl)cc2)c(O)c2ccccc21
11%	-7%	-0.1	-28%	3%	-4%	36%[activator]	-6%	-12%	CCN(C(=O)c1cc(S(=O)(=O)N2CCc3ccccc32)cn1C)c1ccccc1
0%	-10%	0.3	59%[activator]	2%	-11%	.	-5%	3%	O=C(CC1Nc2ccccc2NC1=O)Nc1ccccc1 (stereo not given)
-2%	-4%	0.2	174%[activator]	-1%	-6%	1%	?	0%	CCCCC(CC(O)COCC(C)C)C(=O)NN (stereo not given)
1%	-3%	0.6	7%	32%	-1%	-5%	-4%	39%	CSc1nnc(-c2ccc(S(=O)(=O)N3CCCCC3)cc2)o1
2%	-12%	0.5	7%	17%	9%	10%	0%	3%	COc1ccc(N/C=C(\C#N)S(=O)(=O)c2ccc(Cl)cc2)c(OC)c1
2%	-10%	1.3	-6%	-4%	4%[60.1 µM]	5%	4%	.	O=C(CSc1nc2sc3c(c2c(=O)[nH]1)CCCC3)Nc1ccccc1F
6%	-4%	0.5	-28%	2%	3%	2%	?	47%[activator]	Oc1ccc(N=Nc2ccccc2)cc1

Some of the entries so far, as comma-separated lines:
SMILES,ERG-DNA inh,BLM helicase inh,TRHR ag,POLI inh,POLB inh,Pol kappa inh,ALOX12 inh,Anesthetic bind,APE1 inh
COc1cc(/C=C2\N=C(c3ccccc3)OC2=O)ccc1OC(C)=O,2%,-13%,1.0,?,20%,-18%,-12%,-5%,1%
CCCCN1C(Nc2ccccc2)=NC[C@@H]1C,-5%,.,-0.2,?,.,5%,?,.,15%
Cc1ccc(-n2c(CNC(=O)c3cccs3)nnc2SCC(=O)NO)cc1,7%,-6%,0.2,-7%,-12%,-13%,-26%,-10%,-2%
O=C(c1ccco1)N1N=C(c2ccc3nccnc3c2)CC1c1ccccc1 (stereo not given),6%,-2%,-0.2,42%[activator],8%,-2%,6%,?,7%

More records
ERG-DNA inh	BLM helicase inh	TRHR ag	POLI inh	POLB inh	Pol kappa inh	ALOX12 inh	Anesthetic bind	APE1 inh	mol
3%	-6%	0.2	33%[activator]	8%	-8%	4%	6%	27%	O=C(Nc1cccc2ccccc12)N(CCO)C1CCS(=O)(=O)C1 (stereo not given)
-13%	-2%	-1.7	34%[activator]	-1%	-16%	-10%	-5%	2%	O=C(Nc1ccc2c(c1)OCO2)N1CCN(Cc2ccco2)CC1
-1%	-3%	0.4	7%	-1%	-2%	-10%	-5%	-5%	COc1ccccc1C1C(C(N)=O)=C(C)Nc2ncnn21 (stereo not given)
10%	-14%	-0.2	-2%	4%	-12%	?	-20%	-3%	Cc1cccc2cc(C(c3nnnn3Cc3ccc4c(c3)OCO4)N3CCCC3)c(=O)[nH]c12 (stereo not given)
-2%	1%	0.4	0%	1%[57.1 µM]	0%	-14%	-15%	-1%	O=C(COC(=O)CCC1CCCC1)Nc1nc2c(F)c(F)c(F)cc2s1
1%	5%	-0.3	151%[activator]	25%	-5%	0%	-2%	-5%	CCN1CCN(c2cc(C)c3cc(NC(=O)CCC(=O)Nc4ccc(OC)cc4OC)ccc3n2)CC1
4%	-9%	0.1	-21%	45µM*	-22%	?	0%	-19%	CC(=O)COC(=O)c1ccc2noc(-c3ccccc3)c2c1
.	-5%	3.7	.	?	.	.	2%	3%	Cc1sccc1C1C(C#N)=C(N)SC(N)=C1C#N
